Assay outcomes as filed in PubChem BioAssay.
USP2a inhib: blocks human ubiquitin-specific protease USP2a. O75604. USP2a enzymatic assay, qHTS inhibition. Potency, µM (titrated, usually from 38.3 µM), inactives show at the top dose activity change, negative = inhibition, most hits filed as inhibitors. actives 0.1% (n = 60,000);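 also: potency is read from the fitted curve at half-maximal effect; nearly all actives have a fitted effect of over 60% in size; plate controls were DMSO for no effect and NEM full inhibition control for full effect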
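USP2 core (20nM final) preincubated 30 min RT with compound, then Ub-PLA2 20nM and NBD C6-HPC 20uM final added; buffer 20mM Tris-HCl pH 8.0, 2mM CaCl2. Fluorescence Ex 460/Em 535 read at 0 and 2.5 h; normalized to NEM.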
BRCT inh green: BRCA1 BRCT-phosphoprotein interaction inhibition; P38398; BRCA1 BRCT-phosphopeptide binding, green fluorescence polarization; Potency, µM (top dose mostly 76.9 µM), without a hit: top-dose activity change, negative = inhibition, most hits filed as inhibitors; actives 0.05% (n = 75,000);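 also: potency is read from the fitted curve at half-maximal effect; plate controls were peptide without protein for full effect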
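Compounds were incubated for 12 min at room temperature with a complex of 100 nM fluorescein-tagged pBACH1 decapeptide and 250 nM His-tagged BRCT protein. Buffer was phosphate pH 7.3 with EDTA, DTT and Tween 20. Disruption of binding lowers the polarization signal.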
UbGFP stabilizer: proteasome inhibitors stabilizing ubiquitin-GFP reporter; Ubiquitin-GFP reporter cells, proteasome inhibition, GFP fluorescence; response scale: untreated = 0%, 10 µM MG-132 = 100%; Potency, µM (top dose mostly 45.9 µM), for inactives: at the highest dose activation (GFP accumulation), hits mostly activators; 67,000 tested, under 10 active; active = well fitted activation curve with a large enough effect, not every such curve was filed as active; inconclusive = small, poorly fitted or top-dose-only effect, or another doubt; inactive = no such curve, though single readings can be large or run the other way; also: potency is read from the fitted curve at half-maximal effect
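GFP accumulation read-out: laser plate cytometry counting ubiquitin(G76V)-GFP-expressing U2OS cells after 4 hr compound exposure at 37 °C. Titrations spanned 46 uM to 2.9 nM; 0% = basal, 100% = 10 uM MG-132; concentration-response curves fitted.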
A350 autofl: compound fluoresces in the Alexa 350 spectral region; Compound autofluorescence, 340/450 nm, Alexa 350 dye-equivalents; active compounds read high; max dye-equivalent concentration, M; actives 11% (n = 59,000); AID 590; in the data active = max dye-equivalent concentration above about 10 nM; inconclusive = mostly about 1.1 nM to 9.6 nM
BRCT inh red: disrupts BRCA1 BRCT binding to phosphoprotein, red fluorophore readout; Potency, µM (series often up to 76.9 µM), for inactives: top-dose activity change, negative = inhibition, actives largely listed as inhibitors; actives 0.03% (n = 75,000); BRCT-phosphopeptide binding, red fluorescence polarization; AID 892; P38398; also: % is scaled to controls: 0 for no effect and ±100 for the full control effect
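Rhodamine-labelled pBACH1 10-mer (100 nM) bound to BRCT domain (100 nM) at pH 7.3; compounds incubated 12 min room temperature, polarization read. Free peptide defines full inhibition; unlabelled decapeptide titrated as control.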
GFP derepression: derepresses silenced GFP locus in mouse C127i cells | mouse C127i GFP locus derepression, cytometry, 30 h | Potency, µM (titrated, usually from 46.1 µM), for inactives: top-dose GFP derepression (activation) | actives 0.09% (n = 68,000) | AID 597; also: % of control where 0% means no effect
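Murine C127i mammary cells carrying a silenced, stably integrated CMV-driven GFP reporter were treated with compound for 30 hours at 37 C. After PBS washes, GFP-positive cells were counted by laser-scanning microplate cytometry.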
HEK293 cAMP ctrl: raises cAMP in parental HEK293 cells, TSHR agonist counter-screen; actives 2.5% (n = 73,000); parental HEK293 CNG cAMP sensor, membrane potential fluorescence; Potency, µM (doses to about 57.1 µM), inactives show at the top dose activation, usual class: activators; AID 938; also: potency is read from the fitted curve at half-maximal effect; % of control where 0% means no effect; nearly all actives have a fitted effect of over 55% in size
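Parental HEK 293 cells stably expressing a modified CNG channel (no TSHR) report cAMP rise as membrane depolarization. Membrane potential dye with 100 uM RO 20-1724 was loaded for 60 min at room temperature, then compound added for 30 min; fluorescence read at 590 nm.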
Caspase-7 inhib: caspase-7 (human) inhibition, allosteric or competitive; P55210; recombinant caspase-7, Ac-DEVD-AFC fluorescence rate; Potency, µM (doses to about 57.5 µM), for the others: at the top dose activity change, negative = inhibition, usual class: inhibitors; actives 0.02% (n = 75,000); active = well fitted inhibition curve with a large enough effect in the main read-out, with a control signal flat, not every such curve was filed as active; inconclusive = small, poorly fitted or top-dose-only effect, or a change in a side signal; also: potency is read from the fitted curve at half-maximal effect; % of control where 0% means no effect
Target sequence (P55210 24-198 limits assumed): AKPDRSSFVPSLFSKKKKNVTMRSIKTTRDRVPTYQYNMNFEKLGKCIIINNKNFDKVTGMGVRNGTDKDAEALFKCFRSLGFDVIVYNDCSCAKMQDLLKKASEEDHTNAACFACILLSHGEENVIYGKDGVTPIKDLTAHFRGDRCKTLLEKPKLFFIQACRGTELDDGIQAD
Target sequence (P55210 207-303 limits assumed): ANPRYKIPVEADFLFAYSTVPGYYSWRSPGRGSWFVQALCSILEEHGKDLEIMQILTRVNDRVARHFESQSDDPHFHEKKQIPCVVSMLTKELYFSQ
4MU fluor: compound fluoresces in the 4-MU spectral region. actives 11% (n = 59,000). compound autofluorescence, 340/450 nm, 4-MU equivalents; active compounds read high. max dye-equivalent concentration, M; in the data active = max dye-equivalent concentration above about 10 nM; inconclusive = mostly about 1.1 nM to 9.6 nM
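Intrinsic fluorescence at 340/450 nm (ex/em) was read after 15 min at room temperature in pH 8.0, 100 mM Tris. Each compound concentration expressed as 4-MU-equivalent concentration from a six-point 4-MU standard series on each plate.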
Caspase-1 inhib: allosteric or competitive inhibitors of human caspase-1 | actives 0.03% (n = 75,000) | P29466 | AID 900 | Caspase-1 enzyme, Ac-WEHD-AFC fluorogenic rate | Potency, µM (doses to about 57.5 µM), inactives show at the top dose activity change, negative = inhibition, usual class: inhibitors;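 also: potency is read from the fitted curve at half-maximal effect; plate controls were vehicle for no effect and no substrate for full effect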
Target sequence (P29466 120-297 limits assumed): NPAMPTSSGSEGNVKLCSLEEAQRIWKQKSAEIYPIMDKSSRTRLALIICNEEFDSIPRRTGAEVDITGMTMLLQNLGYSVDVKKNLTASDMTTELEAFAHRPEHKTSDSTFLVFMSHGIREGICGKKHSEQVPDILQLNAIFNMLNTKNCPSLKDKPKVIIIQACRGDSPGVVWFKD
Target sequence (P29466 317-404 limits assumed): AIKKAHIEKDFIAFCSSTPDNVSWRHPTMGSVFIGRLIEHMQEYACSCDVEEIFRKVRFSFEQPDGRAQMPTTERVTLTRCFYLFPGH
Fluorescein fluor: compound fluoresces in the fluorescein spectral region | actives 0.91% (n = 59,000) | Compound autofluorescence, 480/540 nm, fluorescein-equivalent; active compounds read high | AID 593 | max fluorescein-equivalent concentration, M; in the data active = max fluorescein-equivalent concentration above about 10 nM; inconclusive = between about 1.1 nM and that limit
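First, buffer (100 mM Tris, pH 8.0) dispensed; second, compounds and fluorescein standards pinned in; third, 15 min room-temperature incubation; finally, imaging at ex 480 nm/em 540 nm. Fluorescence normalized against the six-point fluorescein curve.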
The depositor's hits bear a star; [ ] = remark or other dose. Unless noted, calls follow the shape of the dose curve; as a rule, active = well fitted curve in the direction sought with a large enough effect; inconclusive = small, poorly fitted or top-dose-only effect, or another doubt; inactive = no such curve, though single readings can be large; an effect the other way counts as inactive or inconclusive.

How did CCOc1ccc(NC2c3ccccc3C(=O)N2c2ccc(Cl)cn2)cc1 (stereo not drawn) do in these assays?
BRCT inh green: 3.0%; UbGFP stabilizer: -4%; BRCT inh red: 0.5%; HEK293 cAMP ctrl: 8%; Caspase-7 inhib: -1%; Caspase-1 inhib: -5%

What do the screens show for `Cc1ccc(C)c(NC(=O)CSc2n[nH]c(-c3ccncc3)n2)c1`?
USP2a inhib: 5%; BRCT inh green: -1.7%; UbGFP stabilizer: 5%; A350 autofl: inactive; BRCT inh red: 0.4%; GFP derepression: 0%; HEK293 cAMP ctrl: 5%; Caspase-7 inhib: -1%; 4MU fluor: inactive; Caspase-1 inhib: 1%; Fluorescein fluor: inactive

Results for Cn1c(=O)cc(OCC(=O)NCCCN2CCN(c3ccccc3F)CC2)c2ccccc21 ?
USP2a inhib: 21%; BRCT inh green: -0.4%; UbGFP stabilizer: inconclusive; A350 autofl: inactive; BRCT inh red: -1.7%; GFP derepression: 0%; HEK293 cAMP ctrl: 12%; Caspase-7 inhib: 0%; 4MU fluor: inactive; Caspase-1 inhib: 2%; Fluorescein fluor: inactive

What do the screens show for `Fc1ccc(CN2CCCCCCC2)c(F)c1`?
USP2a inhib: 2%[7.66 µM]; BRCT inh green: -1.4%; UbGFP stabilizer: -20%[9.17 µM]; BRCT inh red: -0.8%; GFP derepression: 0%; HEK293 cAMP ctrl: 14%[11.4 µM]; Caspase-7 inhib: 3%; Caspase-1 inhib: 2%

What do the screens show for `O=C(CCCCCN1C(=O)CCC1=O)Nc1ncn[nH]1`?
USP2a inhib: -2%; BRCT inh green: -1.1%; UbGFP stabilizer: 0%; A350 autofl: inactive; BRCT inh red: 0.5%; GFP derepression: -3%; HEK293 cAMP ctrl: 3%; Caspase-7 inhib: -1%; 4MU fluor: inactive; Caspase-1 inhib: 0%; Fluorescein fluor: inactive

What do the screens show for `CCn1c(=O)cc(OCC(=O)NCCCN2CCN(c3cccc(Cl)c3)CC2)c2ccccc21`?
USP2a inhib: 50%[activator]; BRCT inh green: 0.2%; UbGFP stabilizer: -16%; A350 autofl: inactive; BRCT inh red: -1.7%; GFP derepression: 0%; HEK293 cAMP ctrl: 24%; Caspase-7 inhib: -2%; 4MU fluor: inactive; Caspase-1 inhib: -1%; Fluorescein fluor: inactive

What do the screens show for `Cc1cc(C)n(CCc2nc(-c3cc4ccccc4o3)cs2)n1`?
USP2a inhib: 44%[activator]; BRCT inh green: 0.6%; UbGFP stabilizer: 1%; A350 autofl: inconclusive; BRCT inh red: 0.6%; GFP derepression: 0%; HEK293 cAMP ctrl: 16µM*; Caspase-7 inhib: -4%; 4MU fluor: inactive; Caspase-1 inhib: 0%; Fluorescein fluor: inconclusive

What do the screens show for `O=C(COc1ccc(Cl)cc1)OCC(=O)N1CCCCCC1`?
USP2a inhib: -1%; BRCT inh green: 0.1%; UbGFP stabilizer: 1%; A350 autofl: inconclusive; BRCT inh red: 0.4%; GFP derepression: -1%; HEK293 cAMP ctrl: 0%; Caspase-7 inhib: 1%[0.00368 µM]; 4MU fluor: inactive; Caspase-1 inhib: -1%; Fluorescein fluor: inconclusive

How did CCCn1c(NC(=O)C2COc3ccccc3O2)nc2ccccc21 (stereo not drawn) do in these assays?
USP2a inhib: -5%; BRCT inh green: -2.4%; UbGFP stabilizer: -7%; A350 autofl: inactive; BRCT inh red: -0.5%; GFP derepression: 0%; HEK293 cAMP ctrl: 29%; Caspase-7 inhib: 2%; 4MU fluor: inactive; Caspase-1 inhib: -1%; Fluorescein fluor: inactive

Results for COc1ccc2c(c1OC)C(=O)N1c3cccc(Cl)c3C(=O)OC21 (stereo not drawn) ?
USP2a inhib: 10%; BRCT inh green: -1.9%; UbGFP stabilizer: 12%; A350 autofl: inactive; BRCT inh red: -0.5%; GFP derepression: 0%; HEK293 cAMP ctrl: 9%; Caspase-7 inhib: -4%; 4MU fluor: inactive; Caspase-1 inhib: -1%; Fluorescein fluor: inactive

What do the screens show for `CCc1nnc(NC(=O)Cc2ccc(OCc3c(C)noc3C)cc2)s1`?
USP2a inhib: 40%[activator]; BRCT inh green: 0.4%; UbGFP stabilizer: 3%; A350 autofl: inactive; BRCT inh red: -0.7%; GFP derepression: 1%; HEK293 cAMP ctrl: 11%; Caspase-7 inhib: -1%; 4MU fluor: inactive; Caspase-1 inhib: -1%; Fluorescein fluor: inconclusive

Results for Cc1ccc(N2CCN(C(=O)CNS(=O)(=O)c3ccc(Br)s3)CC2C)cc1 (stereo not drawn) ?
USP2a inhib: 19%; BRCT inh green: 1.1%; UbGFP stabilizer: -4%; A350 autofl: inactive; BRCT inh red: 2.2%; GFP derepression: -1%; HEK293 cAMP ctrl: inconclusive; Caspase-7 inhib: -5%; 4MU fluor: inactive; Caspase-1 inhib: -3%; Fluorescein fluor: inactive

Results for CCOC(=O)C(NC(=O)CC)(Nc1ccc(S(=O)(=O)Nc2cc(C)on2)cc1)C(F)(F)F (stereo not drawn) ?
USP2a inhib: -5%; BRCT inh green: -0.5%; UbGFP stabilizer: -15%; A350 autofl: inactive; BRCT inh red: 0.8%; GFP derepression: 1%; HEK293 cAMP ctrl: 4%; Caspase-7 inhib: 2%; 4MU fluor: inactive; Caspase-1 inhib: 0%; Fluorescein fluor: inconclusive

Results for COc1ccccc1NC(=O)c1sc2nc(-c3ccco3)ccc2c1N ?
USP2a inhib: -1%; BRCT inh green: -0.9%; UbGFP stabilizer: 6%; A350 autofl: inactive; BRCT inh red: 0.9%; GFP derepression: 5%; HEK293 cAMP ctrl: -2%; Caspase-7 inhib: 1%; 4MU fluor: inactive; Caspase-1 inhib: 1%; Fluorescein fluor: inactive

What do the screens show for `COC(=O)C1ON2OC(C(=O)OC)C(C(=O)OC)C2C1CC(C)=O` (stereo not drawn)?
USP2a inhib: -4%; BRCT inh green: -3.4%; UbGFP stabilizer: -1%; A350 autofl: inactive; BRCT inh red: -0.6%; GFP derepression: -2%; HEK293 cAMP ctrl: -3%; Caspase-7 inhib: 2%; 4MU fluor: inactive; Caspase-1 inhib: -2%; Fluorescein fluor: inconclusive

Results for Cc1ccc(CN2CCNC(=O)C2CC(=O)O)o1 (stereo not drawn) ?
BRCT inh green: 0.2%; UbGFP stabilizer: 4%; BRCT inh red: -1.8%; HEK293 cAMP ctrl: 15%; Caspase-7 inhib: 3%; Caspase-1 inhib: -3%

What do the screens show for `CCC(C(=O)N1CC2(C)CC1CC(C)(C)C2)N1C(=O)c2ccccc2C1=O` (stereo not drawn)?
USP2a inhib: 12%; BRCT inh green: -0.4%; UbGFP stabilizer: 7%; BRCT inh red: 0.9%; GFP derepression: -4%; HEK293 cAMP ctrl: inconclusive; Caspase-7 inhib: -1%; Caspase-1 inhib: -2%

Results for CN(C)c1nc2c(Br)c(Br)c(Br)c(Br)c2[nH]1 ?
USP2a inhib: -2%; BRCT inh green: 1.4%; BRCT inh red: -1.9%; Caspase-7 inhib: -2%; Caspase-1 inhib: 7%

How did CCCCNC(=O)CS(=O)Cc1nc(-c2cccc(C)c2)oc1C (stereo not drawn) do in these assays?
BRCT inh green: -0.3%; UbGFP stabilizer: -5%; BRCT inh red: -0.7%; HEK293 cAMP ctrl: 15%; Caspase-7 inhib: 0%; Caspase-1 inhib: 1%

What do the screens show for `COc1ccc2ccccc2c1CN1CCN(C(=O)c2ccccc2)CC1`?
USP2a inhib: 19%[7.66 µM]; BRCT inh green: -2.2%; UbGFP stabilizer: 17%[9.17 µM]; BRCT inh red: 0.9%; GFP derepression: -2%; HEK293 cAMP ctrl: 22%[11.4 µM]; Caspase-7 inhib: -3%; Caspase-1 inhib: -4%

Results for CCOC(=O)c1[nH]c2c(c1C)C(=O)CC(c1ccc(N(C)C)cc1)C2 (stereo not drawn) ?
BRCT inh green: -0.7%; UbGFP stabilizer: -6%; BRCT inh red: 0.3%; GFP derepression: -2%; HEK293 cAMP ctrl: 10%; Caspase-7 inhib: -5%; Caspase-1 inhib: 0%

How did Cc1cc(C(=O)CSc2nnc(-c3ccccc3)n2C)c(C)n1C do in these assays?
USP2a inhib: -9%; BRCT inh green: 0.4%; UbGFP stabilizer: 3%; A350 autofl: inactive; BRCT inh red: -5.2%; GFP derepression: -1%; HEK293 cAMP ctrl: 4%; Caspase-7 inhib: -2%; 4MU fluor: inactive; Caspase-1 inhib: 1%; Fluorescein fluor: inconclusive

Fetched by compound from above:
How did Cc1cc(C(=O)CSc2nnc(-c3ccccc3)n2C)c(C)n1C do in these assays?
USP2a inhib: -9%; BRCT inh green: 0.4%; UbGFP stabilizer: 3%; A350 autofl: inactive; BRCT inh red: -5.2%; GFP derepression: -1%; HEK293 cAMP ctrl: 4%; Caspase-7 inhib: -2%; 4MU fluor: inactive; Caspase-1 inhib: 1%; Fluorescein fluor: inconclusive

What do the screens show for `COc1ccc2ccccc2c1CN1CCN(C(=O)c2ccccc2)CC1`?
USP2a inhib: 19%[7.66 µM]; BRCT inh green: -2.2%; UbGFP stabilizer: 17%[9.17 µM]; BRCT inh red: 0.9%; GFP derepression: -2%; HEK293 cAMP ctrl: 22%[11.4 µM]; Caspase-7 inhib: -3%; Caspase-1 inhib: -4%

A portion of the library; the hit share may differ from the screen's.
